miR-122 sensor: blocks miR-122 activity in Huh7 sensor cells | 340,000 compounds, 0.3% hits | activation (reporter increase), % at 12.5 µM | Huh7 miR-122 Renilla luciferase sensor, 48 h; neutral wells = 0, positive control = 100;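 active = mean replicate activation score at least 90 and every replicate individually at or above 90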;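 also: higher luciferase means less miR-122 activity so hits act as miR-122 inhibitors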
ERp5 inh: inhibitors of human ERp5; Q15084; ERp5 insulin aggregation, absorbance 650 nm, 90 min; inhibition, % at 9.99 µM; 350,000 compounds, 0.05% hits;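 active = mean replicate inhibition above about 25%, with every replicate also reaching it, limit read from the data, passing the limit was not always enough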
Target sequence (Q15084 whole entry, looked up): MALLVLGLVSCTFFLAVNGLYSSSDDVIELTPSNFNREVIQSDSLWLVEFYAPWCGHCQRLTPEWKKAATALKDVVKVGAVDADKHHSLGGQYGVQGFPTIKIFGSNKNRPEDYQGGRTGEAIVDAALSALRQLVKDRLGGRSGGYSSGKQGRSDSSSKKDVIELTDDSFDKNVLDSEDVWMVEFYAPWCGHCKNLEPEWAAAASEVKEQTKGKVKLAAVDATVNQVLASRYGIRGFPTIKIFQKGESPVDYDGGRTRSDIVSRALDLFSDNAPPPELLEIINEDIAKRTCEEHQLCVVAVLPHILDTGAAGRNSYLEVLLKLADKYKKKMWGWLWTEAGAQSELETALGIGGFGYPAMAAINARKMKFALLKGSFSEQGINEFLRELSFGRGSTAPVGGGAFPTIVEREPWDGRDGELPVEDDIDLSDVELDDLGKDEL
esBAF inh: SWI/SNF esBAF complex inhibition. mouse ES cells, Bmi1-luciferase knock-in reporter, 24 h; 100% = twice the neutral-well signal. reporter increase, % at 12.5 µM. 350,000 compounds, 2% hits. AID 602393; in the data active = activation above about 40%;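 also: 0% = median of the plate's neutral control wells and 100% = double that signal; a rise in the Bmi1 reporter signal indicates esBAF inhibition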
SIRT5 inh: inhibitors of human sirtuin-5 desuccinylase | inhibition, % at 15 µM | Q9NXA8 | AID 652115 | Purified SirT5, succinyl-peptide AMC, trypsin-coupled fluorescence | 330,000 compounds, 1.1% hits; in the data active = inhibition above about 15%
Target sequence (Q9NXA8 whole entry, looked up): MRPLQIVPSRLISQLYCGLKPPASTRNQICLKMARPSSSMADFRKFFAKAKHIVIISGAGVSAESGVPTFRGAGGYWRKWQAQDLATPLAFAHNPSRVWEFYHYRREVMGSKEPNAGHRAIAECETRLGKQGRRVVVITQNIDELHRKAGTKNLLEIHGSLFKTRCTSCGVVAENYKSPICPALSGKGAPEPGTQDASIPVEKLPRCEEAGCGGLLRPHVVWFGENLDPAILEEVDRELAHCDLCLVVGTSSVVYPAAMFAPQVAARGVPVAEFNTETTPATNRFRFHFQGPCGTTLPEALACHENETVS
Statin myotox sup: suppression of simvastatin myotoxicity | C2C12 myotubes + simvastatin, ATP luminescence, 48 h; scaled: DMSO 0, geranylgeraniol control 100 | rescue of ATP level, % at 7.49 µM | 330,000 compounds, 0.78% hits;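 active = mean ATP rescue above about 67%, or every replicate alone reaching that limit, limit read from the data, passing the limit was not always enough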;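 also: myotubes were challenged with 10 µM simvastatin during compound exposure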
ARNT TACC3 PPI: disrupts binding between human ARNT and TACC3. 390,000 compounds, 0.66% hits. AID 623870. AlphaScreen His-ARNT PAS-B/GST-TACC3 binding, luminescence; TACC3 fragment carries E629A point mutation. inhibition, % at 9.99 µM. Q9Y6A5;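 active = mean inhibition of replicates at least 50% and at least half of replicates each reaching 50%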;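 also: 0% = complete ARNT plus TACC3 wells and 100% = ARNT alone without TACC3; many hits fall short of the cut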
Cneo AK release: Cryptococcus neoformans lysis via adenylate kinase release; C. neoformans lysis, adenylate kinase release luminescence, 4 h; normalised: neutral wells 0, clomiphene wells 100; lysis activity, % at 15 µM; 360,000 compounds, 0.2% hits; AID 651654;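 active = mean lysis activity across replicates of at least 80%, whatever share of replicates individually reach that level; inactive = mean lysis activity below 80%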
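Material: C. neoformans cells | Amount: Yeast cell density of 5 × 10^6 cells/mL | Medium: Fresh YPD growth medium | Dosing: Single dose | Times: Static 4 h at 37 °C with compound, 1 h detection | Detection: AK luminescence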
* marks the source's active call; other numbers are inactive results; . = not tested or not shown; [ ] = dose if it differs, or a comment.

SMILES	miR-122 sensor	ERp5 inh	esBAF inh	SIRT5 inh	Statin myotox sup	ARNT TACC3 PPI	Cneo AK release
O=C1c2ccccc2C(=O)N1CCC(=O)N1CCCc2ccccc21	.	.	33	.	-6	-5	-1
Cn1nnc(NC(=O)CSc2ccc(Cl)cc2)n1	-3	.	-10	.	98*	.	1
COc1ccc(C2CCCN2C(=S)Nc2ccc(C)c(C)c2)cc1OC (stereo not drawn)	0	2	-1	-3	1	-3	30
CC(C)CC(=O)NC1(C(F)(F)F)C(=O)Nc2c1c(=O)[nH]c(=O)n2Cc1ccco1 (stereo not drawn)	0	-6	-8	-2	.	.	0
CC(C)(C)NC(=O)CN(Cc1cccs1)C(=O)CCC(=O)Nc1nccs1	.	4	2	-2	7	1	0
O=C(COC(=O)/C=C/c1ccc(C(F)(F)F)cc1)NC1CCCC1	1	-17	-8	0	-10	27	3
C[C@H](NC(=O)C[C@H]1C[C@H]2c3cc(NS(C)(=O)=O)ccc3O[C@H]2[C@@H](CO)O1)c1ccccc1	-1[16.7 µM]	-1	-3	-13	-7	-11	4
O=[N+]([O-])c1ccc(NN=Cc2cccc([N+](=O)[O-])c2)cc1	-10	-3	22	.	-14	1	-1
O=C(N/N=C/c1ccc[nH]1)c1ccc(O)cc1	.	-1	.	6	.	10	.
Cc1ccccc1OCCCC(=O)Nc1ccccc1C(F)(F)F	-3	.	-6	.	3	-4	1
COC(=O)C[C@@H]1CC[C@H]2[C@@H](COc3ccc(NC(=O)C4CC4)cc3C(=O)N2C)O1	5[16.7 µM]	-2	3	0	-17	2	2
CC(=O)NCCNc1nc2cc(-c3cccc(Cl)c3)sc2c(=O)n1C	-8	-1	-3	8	-9	.	1
O=C(Nc1ccc(C(F)(F)F)cc1Cl)c1ccc(Cn2cc(Br)cn2)o1	2	-3	1	2	-5	6	1
COc1ccc2c3c([nH]c2c1)C(C)N(CCC(=O)NN)CC3 (stereo not drawn)	-3	5	-4	-6	-15	9	0
CCOC(=O)N1CCN(c2c(NCCc3ccc(OC)c(OC)c3)c(=O)c2=O)CC1	-2	3	0	-2	9	35	0
O=C(NC1CCC1)C1CCC(=O)N(Cc2cccc(F)c2)C1 (stereo not drawn)	-1	3	6	-3	4	6	-2
CCOC(=O)c1c(C)[nH]c(C)c1-c1ccccc1OC	-10	.	.	.	.	3	-4
CC1CCN(CCNC(=S)Nc2ccc(Cl)cc2)CC1	.	16	.	-7	.	-5	.
COc1cc(OC)cc(C(=O)NC2CC3CCC(C2)N3Cc2ccco2)c1 (stereo not drawn)	-13	.	-4	.	4	4	8
Cc1noc(C)c1COC(=O)CN(C)S(=O)(=O)c1ccc(Cl)cc1	-1	.	-4	.	.	-1	0
CCOC(=O)/C=C1\CN(Cc2cc(OC)c(OC)c(OC)c2)S(=O)(=O)c2ccccc21	1	-7	4	-1	6	3	3
CC(C)CN1C(=O)/C(=C/c2cccs2)NC1=S	18	-13	14	4	-1	20	.
CCOc1ccccc1C1C(C(N)=O)=C(C)Nc2nc(CCCO)nn21 (stereo not drawn)	1	-2	-24	.	1	.	0
Cc1cc(-c2nc3ccccc3o2)c2ccccc2n1	27	.	2	.	-10	0	0
COc1ccc(N2CCN(Cc3nc(-c4ccccc4)no3)CC2)cc1	.	1	.	-1	.	15	.

Next part, overlapping the part above by 2 compounds.
SMILES	miR-122 sensor	ERp5 inh	esBAF inh	SIRT5 inh	Statin myotox sup	ARNT TACC3 PPI	Cneo AK release
Cc1cc(-c2nc3ccccc3o2)c2ccccc2n1	27	.	2	.	-10	0	0
COc1ccc(N2CCN(Cc3nc(-c4ccccc4)no3)CC2)cc1	.	1	.	-1	.	15	.
COc1cc(/C(C)=N/NC(=O)c2nnn(-c3nonc3N)c2-c2cccs2)ccc1O	.	4	-11	-2	3	1	2
Cc1ccc(C(=O)CSc2nnc(-c3ccco3)n2Cc2ccccc2)cc1	5	.	28	.	83*	13	3
CC(C)CN1CCC(=O)N(CCC#N)CC1	-4	9	3	.	-1	-7	5
COCC#Cc1cnc2c(c1)C(=O)N([C@@H](C)CO)C[C@H](C)[C@@H](CN(C)C(=O)Nc1cccc(F)c1)O2	2[16.7 µM]	-7	-4	-2	0	-5	-3
CCN(CC)C(=O)c1sc2nc(-c3ccccn3)[nH]c(=O)c2c1C	1	-2	3	0	-8	61*	-1
CNC[C@@H]1Oc2c(NS(=O)(=O)c3ccc(C)cc3)cccc2C(=O)N([C@@H](C)CO)C[C@H]1C	1[16.7 µM]	-2	-5	-5	-2	10	0
OCCC1CN(Cc2c(F)cccc2Cl)CCN1C1CCCCC1 (stereo not drawn)	-17	-1	3	-3	-14	-5	-11
COc1cc(NC(=O)CCc2nnc3ccc(N4CCOCC4)nn23)cc(OC)c1OC	-4	2	4	-1	-1	0	5
COc1ccc(-c2csc(-n3cccn3)n2)cc1	.	-1	68*	-9	8	-34	.
CC(C)c1ccc(S(=O)(=O)N2CCN(C(=O)c3cc([N+](=O)[O-])ccc3N3CCOCC3)CC2)cc1	-2	8	-5	1	1	-3	0
CCOC(=O)N1CCN(C(=O)c2ccc(CSc3ccc(Cl)cc3)cc2)CC1	-4	4	.	4	.	.	.
CCOC(=O)N1CCN(C(=O)C2CC(=O)N(c3ccc(C)cc3)C2)CC1 (stereo not drawn)	.	-3	9	1	3	-4	2
CC(=O)N(C(C)=O)c1ccc(Oc2ccc(Oc3ccc(N(C(C)=O)C(C)=O)cc3)cc2)cc1	-6	0	19	-3	-4	.	-13
NC(=O)NCC#Cc1ccc2c(c1)[C@]1(C(=O)N2)[C@H](c2ccc(O)cc2)N2[C@H](c3ccccc3)[C@H](c3ccccc3)OC(=O)[C@H]2[C@@H]1C(N)=O	.	4	.	4	.	.	4
O=C(Nc1cccnc1)c1ccccc1O	28	.	13	.	0	-7	-2
CC(=O)NS(=O)(=O)c1ccc(NC(=O)c2ccc(Cl)cc2[N+](=O)[O-])cc1	-2	1	-1	8	-8	8	0
CCOC(=O)c1c(-c2ccccc2)csc1NC(=O)CSc1nnnn1C	-3	.	-7	.	-31	2	6
CCOC(=O)c1cnc2nc(COc3ccccc3)[nH]n2c1=O	-7	.	-8	.	6	0	-3
COc1ccc(-n2nnnc2SCC(=O)NCc2ccco2)cc1OC	.	4	.	1	.	-4	.
O=c1oc2cc(OCc3ccc(F)cc3F)ccc2cc1-c1ccccn1	1	.	45*	.	130*	-8	-3
COC(=O)c1ccc2c(=O)n(CCN3CCOCC3)c(SCC(=O)Nc3ccc(C)cc3)nc2c1	-4	-1	-2	-1	-1	-14	-4
O=C(NNC1CCN(Cc2ccccc2)CC1)c1ccccc1	-2	-1	2	-5	6	-1	-1
CO[C@H]1CN(C)C(=O)c2ccc(NC(=O)Nc3cccc(Cl)c3)cc2OC[C@@H](C)NC[C@@H]1C	5[16.7 µM]	2	1	2	-32	6	3
COc1ccccc1N1CCN(S(=O)(=O)CCNC(=O)CC2CCCC2)CC1	-3	-2	2	.	-2	.	0
C[C@@H]1CCCCO[C@H](CN(C)CC2CC2)[C@@H](C)CN([C@H](C)CO)C(=O)c2cc(NS(=O)(=O)c3ccccc3)ccc2O1	-5[16.7 µM]	10	-2	0	.	-5	3

Record cards, from the list above.
`O=C(Nc1cccnc1)c1ccccc1O` in the list: miR-122 sensor = 28; ERp5 inh = .; esBAF inh = 13; SIRT5 inh = .; Statin myotox sup = 0; ARNT TACC3 PPI = -7; Cneo AK release = -2
`CCOC(=O)c1c(-c2ccccc2)csc1NC(=O)CSc1nnnn1C` in the list: miR-122 sensor = -3; ERp5 inh = .; esBAF inh = -7; SIRT5 inh = .; Statin myotox sup = -31; ARNT TACC3 PPI = 2; Cneo AK release = 6
`OCCC1CN(Cc2c(F)cccc2Cl)CCN1C1CCCCC1` (stereo not drawn) in the list: miR-122 sensor = -17; ERp5 inh = -1; esBAF inh = 3; SIRT5 inh = -3; Statin myotox sup = -14; ARNT TACC3 PPI = -5; Cneo AK release = -11

Remaining list, next part:
SMILES	miR-122 sensor	ERp5 inh	esBAF inh	SIRT5 inh	Statin myotox sup	ARNT TACC3 PPI	Cneo AK release
COc1ccc(S(=O)(=O)N(C)c2ccc(C(=O)N3CCCC3)cc2)cc1	.	3	.	-2	.	-2	.
C[C@@H]1CN([C@@H](C)CO)C(=O)Cc2cc(NC(=O)CCN3CCOCC3)ccc2O[C@H]1CN(C)Cc1ccc(C(=O)Nc2ccccc2N)cc1	-11[16.7 µM]	-8	0	-1	-8	.	-1
N#C[C@H]1[C@@H](c2ccc(C#Cc3cccc(F)c3)cc2)[C@H](CO)N1C(=O)C1CCCC1	.	4	6	6	-9	-1	-3
COc1ccc2nc(SCC(=O)Nc3ccccc3OC)[nH]c2c1	.	1	.	13	.	3	.
CCNC(=O)C[C@H]1CC[C@H](NC(=O)NC2CCCCC2)[C@H](CO)O1	.	-6	2	1	-2	32	0
CCC(=O)Nc1ccc2c(c1)C(=O)N(C)C[C@@H](OC)[C@H](C)CN(Cc1cncnc1)[C@@H](C)CO2	-1[16.7 µM]	.	-7	.	1	.	.
COc1ccccc1N1CCN(C(=O)Cn2c(=O)oc3cc(S(=O)(=O)N4CCCC4)ccc32)CC1	-3	7	4	-2	-1	-17	-2
CN(C)CCCOc1cccc(Cl)c1	-7	.	.	.	.	43	0
CC1(C)Cc2nc3sc(C(=O)NCCCO)c(N)c3cc2CS1	.	-7	.	3	.	7	.
CCOc1ccc(-c2cc(CCCC(=O)NCc3ccc(C)cc3)no2)cc1	-2	-3	-54	-4	5	-4	-1
CN(C)CCN1C(=O)c2oc3ccc(Cl)cc3c(=O)c2C1c1cccc(Br)c1 (stereo not drawn)	-8	.	-3	.	-4	3	-1
O=C1c2cc(O)c(O)cc2OC(c2ccc(O)c(O)c2)C1O (stereo not drawn)	.	-4	.	3	.	1	.
CC(N)c1csc(Nc2ccc(C(=O)c3ccccc3)cc2)n1 (stereo not drawn)	-3	0	3	1	-2	.	0
CCn1nc(C)c(CNC(=O)C2CCC(=O)N(Cc3cccc(F)c3)C2)c1C (stereo not drawn)	-4	2	-3	0	10	-3	1
COc1ccc(CCNC(=O)CN(C2CCCCC2)S(C)(=O)=O)cc1OC	-4	.	-7	.	1	2	0
Nc1nc(NC(=O)c2ccc(Cl)cc2)nn1-c1ccccc1	.	2	.	0	.	17	.
CCOC(=O)/C(C#N)=C/c1cc2cc(C)c(C)cc2nc1Cl	10	1	31	1	3	-4	11
Cc1ccc(-c2ccnc3nc(-n4cccc4)nn23)o1	-6	5	4	3	1	-4	1
N#Cc1cccc(NC(=O)Cc2ccccc2)c1	.	4	.	-2	.	0	.
Oc1c(C(c2ccccc2Cl)N2CCCC2)ccc2cccnc12 (stereo not drawn)	-11	-10	.	0	.	74*	.
COc1ccc(C(=O)OCCNC(=O)c2ccncc2)cc1OC	-10	-3	.	0	.	-11	-3
COc1ccc(OC)c(NC(=O)COC(=O)c2n[nH]c3ccccc23)c1	3	-2	5	-6	2	2	-1
O=C(CN1C(=O)C2CC=CCC2C1=O)N1CCN(S(=O)(=O)c2ccccc2)CC1 (stereo not drawn)	-9	-1	2	-1	3	0	-1
CCCc1cn(CC[C@@H]2CC[C@H](NC(=O)C3CCC3)[C@H](CO)O2)nn1	.	-11	-3	-1	3	-5	-4
COC(=O)[C@@H](Cc1ccccc1)NC(=O)[C@H]1CCC(=O)N1C(=O)OCc1ccccc1	1	-3	5	1	-5	-9	-3
COc1ccc(C(=O)N2C[C@@H]3[C@H](c4ccccc42)[C@H](CO)N3Cc2ccccc2)cc1	68[16.7 µM]	-3	-3	10	10	-11	-4
COc1cccc2[nH]c3c(N4CCC5(CC4)OCCO5)ncnc3c12	.	6	.	-15	.	2	.
CCOC(CNC(=O)c1cccn2c(=O)c3c(C)c(C)sc3nc12)OCC	-10	3	-7	-5	-14	4	0
CCC(=O)NC[C@H]1[C@H](c2ccc(C3=CCCC3)cc2)[C@H](CO)N1C(=O)C1CC1	7[16.7 µM]	.	2	.	-20	-4	-1
CC1CCCCN1C(=O)CSc1nnc(-c2cccnc2)n1C1CCCCC1 (stereo not drawn)	-1	.	-2	.	-7	-5	3
